TRPV1 agonist – human TRPV1 agonism; TRPV1-expressing cells, Fluo-8 calcium influx, agonist mode; activation, % at 8.33 µM; 320,000 compounds, 0.19% hits; in the data active = activation above about 80%; inconclusive = between about 30% and that limit; note: 0% is about no effect
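Fluo-8 calcium influx in TRPV1-expressing cells, kinetic read (ex 480/em 520 nm). Compound added and read 3 min for agonist activity, followed by capsaicin at EC20 final and 2 min further read for enhancement.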
KCNH2 3.1 block – blocks the human KCNH2 3.1 channel isoform; U2OS KCNH2 3.1, thallium flux FluxOr; hits give low values; AID 720553; 340,000 compounds, 0.95% hits; activity change, % (tested at about 1.8 µM);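 active = maximum activity change below -70%; inconclusive = maximum activity change from -70% to -50%; inactive = maximum activity change above -50%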;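 note: thallium influx rate constant from kinetic fluorescence after stimulation buffer; % is set by controls: 0 for no effect and ±100 for the full control effect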
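Normalized rate constant (relative to positive and negative DMSO controls) derived from a 2 min kinetic fluorescence read after stimulation; U2OS cells expressing the 3.1 isoform via virus at 1.77 x 10^8 /mL.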
CXXC DNA block – MLL CXXC-DNA interaction inhibition. Q03164. MLL-CXXC / FITC-HOXA9 DNA fluorescence polarization. Potency, µM (highest dose often 115 µM), for the others: at the highest dose activity change, negative = inhibition, actives largely listed as inhibitors. 290,000 compounds, 0.037% hits. AID 2662; active = well fitted inhibition curve with a large enough effect in the polarisation, with a control signal flat, not every such curve was filed as active; inconclusive = small, poorly fitted or top-dose-only effect, or effect the other way, or a change in a side signal; inactive = no such curve, though single readings can be large or run the other way; the % refers to the polarisation; note: potency is the fitted concentration of half-maximal effect
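Fluorescence polarization: 7 uM MLL-CXXC (stock) preincubated 5 min with compounds, then 50 nM fluorescein-HOX-A9 DNA (stock) added; 30 min ambient. Buffer 50 mM Tris-HCl pH 7.5, 50 mM NaCl, 1 mM DTT, 0.05% BSA.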
Giardia killer – kills Giardia lamblia; Giardia lamblia trophozoite viability; activity change, % at 7.66 µM, hits read low; 340,000 compounds, 0.15% hits; AID 540267; in the data active = activity change below about -80%; inconclusive = between about -30% and that limit;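 note: parasites exposed to compound for two days anaerobically before the ATP read; % is set by controls: 0 for no effect and ±100 for the full control effect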
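Luminescence from cellular ATP indicates surviving trophozoites (100 cells/well) following 48 hrs anaerobic compound treatment at 37 deg C; signal develops 15-30 min at room temperature.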
hERG WT inh – blocks the wildtype human KCNH2 potassium channel; Q12809; U2OS, BacMam KCNH2, thallium flux FluxOr; hits give low values; activity change, % at 1.84 µM; 340,000 compounds, 0.37% hits; AID 720551;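 active = maximum activity change below -70%; inconclusive = maximum activity change between -70% and -50%; inactive = maximum activity change above -50%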; note: % is set by controls: 0 for no effect and ±100 for the full control effect
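U2OS cells were transduced with wild-type KCNH2 virus (2.03 x 10^8 / mL) for 4 h at room temperature, then cultured overnight at 37 C. Thallium flux was read with FluxOr dye. Rate constants were normalized to DMSO controls.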
USP2a block – USP2a (human) protease inhibition; Potency, µM (series often up to 38.3 µM), for the others: at the highest dose activity change, negative = inhibition, actives largely listed as inhibitors; USP2 core, Ub-CHOP2 coupled fluorogenic reporter, 485/531; O75604; 330,000 compounds, 0.01% hits;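 note: potency is the fitted concentration of half-maximal effect; plate controls were DMSO wells for no effect and full inhibition by NEM control for full effect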
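Deubiquitinase activity read as fluorescence (485/531 nm) after Ub-CHOP2 cleavage activates the enterokinase reporter on its substrate; USP2 core 10nM, Ub-CHOP2 and substrate 25nM each, 30min compound preincubation then 60min RT; data normalized to NEM, curves fitted.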
PKM2 activator – PKM2 (human) enzyme activation | P14618 | purified PKM2, Kinase-Glo ATP luminescence, activation; response scale: 0% is enzyme alone, no compound | Potency, µM (titrated, usually from 57.5 µM), without a hit: top-dose activation, hits mostly activators | 260,000 compounds, 0.34% hits | AID 1631; note: potency is the fitted concentration of half-maximal effect; % is set by controls: 0 for no effect and ±100 for the full control effect; nearly all actives have a fitted effect of over 55% in size
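Kinase-Glo luminescence reports ATP generated from ADP (0.1 mM) and PEP (0.5 mM) by purified hPK-M2 after 1 h at room temperature, pH 7.2 imidazole buffer; intermediate enzyme activity allows detecting inhibitors and activators.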
GALK inh – blocks human galactokinase activity. Potency, µM (doses to about 57.5 µM), for inactives: top-dose activity change, negative = inhibition, hits mostly inhibitors. P51570. Purified GALK, Kinase-Glo residual ATP luminescence. 270,000 compounds, 0.007% hits. AID 1868; note: potency is the fitted concentration of half-maximal effect; % is set by controls: 0 for no effect and ±100 for the full control effect
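Luminescence from leftover ATP (Ultra-Glo luciferase/luciferin) served as read-out after a 1 h room-temperature reaction of 5 nM GALK with 35 uM ATP and 100 uM galactose.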
Menin-MLL TR inh – inhibitors of human menin-MLL interaction, mutant MLL peptide; AID 1768; O00255; Menin + Texas Red MLL mutant peptide, fluorescence polarization; 270,000 compounds, 0.23% hits; Potency, µM (doses to about 61.6 µM), for inactives: at the top dose FP activity change, negative = inhibition, usual class: inhibitors; active = well fitted inhibition curve with a large enough effect in the polarisation, with a control signal flat, not every such curve was filed as active; inconclusive = small, poorly fitted or top-dose-only effect, or effect the other way, or a change in a side signal; inactive = no such curve, though single readings can be large or run the other way; the % refers to the polarisation; note: potency is the fitted concentration of half-maximal effect; % of control where 0% means no effect; many of its hits are not listed in these tables
FBPA coupling cs – coupling enzyme interference in Giardia aldolase counter-screen. coupling enzyme system counterscreen, AmpLite Red fluorescence. activity change, negative = inhibition, % at 58.2 µM, hits read low. 290,000 compounds, 0.67% hits; in the data active = activity change below about -30%; note: % is set by controls: 0 for no effect and ±100 for the full control effect
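Counterscreen lacking aldolase: glyceraldehyde-3-phosphate coupling-enzyme reagent preincubated 10 min at RT with compound (at 57.5 uM final), then substrate/coupling system with AmpLite Red added; fluorescence read at 525/598 nm after 20 min RT.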
B2AR arrestin – beta2AR (human) beta-arrestin recruitment activity. P07550. beta-arrestin recruitment to beta2AR, cell-based reporter. Potency, µM (titrated, usually from 46.1 µM), for the others: at the highest dose activation, actives largely listed as activators. 330,000 compounds, 0.02% hits. AID 492947;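 note: potency is the fitted concentration of half-maximal effect; 0% = DMSO controls and full agonism = EC100 isoproterenol or metaproterenol; nearly all actives have a fitted effect of over 65% in size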
Numbers without * were called inactive; ? = inconclusive; · = no result given; [ ] = dose if it differs, or a comment. Unless noted, calls come from the whole dose curve; as a rule, active = well fitted curve in the direction sought with a large enough effect; inconclusive = small, poorly fitted or top-dose-only effect, or another doubt; inactive = no such curve, though single readings can be large; an effect the other way counts as inactive or inconclusive. A portion of the library; count on the stated rates, not on these rows.

SMILES	TRPV1 agonist	KCNH2 3.1 block	CXXC DNA block	Giardia killer	hERG WT inh	USP2a block	PKM2 activator	GALK inh	Menin-MLL TR inh	FBPA coupling cs	B2AR arrestin
O=C(Nc1cccc(Cl)c1)N(Cc1nc2ccccc2c(=O)[nH]1)Cc1cccs1	-0.2	-27.6	5.0%	2.3	0.6	-0.3%	7.4%	-0.1%	-11.8%	0.5	0.4%
COc1ccc(NC(=O)c2sc3nc(Cc4ccccc4)cc(C(F)(F)F)c3c2N)cc1OC	8.9	1.1	6.2%	-0.7	0.2	7.4%	0.1%	-0.3%	2.7%	-7.7	-1.1%
COCCN1C(=O)N[C@@H](c2cccs2)C(C(C)=O)=C1C	·	-5.0	·	13.7	-6.7	·	-4.8%[11.5 µM]	·	-5.9%[11.7 µM]	9.7	·
CC1CN(C)CCC1OC(=O)c1ccccc1 (stereo unspecified)	-1.8	3.2	0.6%	-14.8	-8.6	0.1%	1.4%	-0.8%	2.7%	-2.6	0.1%
Cc1cc(Nc2ccc(O)cc2)n2c(nc3ccccc32)c1C#N	1.4	-0.1	0.7%	-24.3	-10.3	0.8%	-1.6%	0.7%	-2.1%	2.3	-0.9%
COc1ccc(C(=O)Nc2ccc(C(=O)NCC3CCCO3)cc2)c(OC)c1OC (stereo unspecified)	1.0	4.4	-5.9%	13.0	-10.8	-1.5%	4.8%	2.2%	-11.7%	1.3	0.6%
COc1ccc(OCC(=O)Nc2nnc(C)s2)cc1	-1.1	·	8.0%	-15.7	-3.4	0.9%	0.3%	3.4%	-11.3%	1.2	0.2%
O=C(NCc1ccc2c(c1)OCO2)C1CCCN(S(=O)(=O)c2cccs2)C1 (stereo unspecified)	-2.9	0.6	-1.5%	12.4	18.6	0.5%	-1.9%	0.7%	-1.7%	0.7	-0.3%
Cc1ccccc1-n1ccnc1SCC(=O)NCC1CCCO1 (stereo unspecified)	-1.7	12.6	14.2%	-1.8	6.6	1.4%	-1.8%	-4.0%	·	·	0.2%
COC(=O)COc1ccc(S(=O)(=O)NCc2ccncc2)cc1	1.5	1.4	-7.0%	-12.1	-1.6	-0.4%	3.4%	-1.0%	-23.3%	-3.0	0.0%
Cc1ccc(S(=O)(=O)N2CCC(C(=O)NNC(=O)c3ccccc3O)CC2)cc1	-1.1	-4.5	·	-6.1	-27.8	1.2%	·	·	·	·	0.4%
CSc1ccc(C2=CC(=O)C[C@H](c3ccc(Cl)cc3)C2)cc1	30.0	-5.3	·	-4.5	-1.4	-1.2%	·	·	·	·	-1.0%
COc1ccc(C(=O)Cn2c(N3CCOCC3)nc3c2c(=O)n(C)c(=O)n3C)cc1	2.5	·	-0.2%	·	·	2.8%	-3.6%	-3.1%	9.3%	-3.7	-0.2%
O=C(Nc1nnc(-c2ccc(Br)cc2)o1)C1=COCCO1	1.3	-12.1	·	-6.1	-0.4	1.6%	·	·	·	·	0.1%
Fc1ccc(-c2nnc(CSc3nnc4ccccn34)o2)cc1	-4.8	-46.3	7.7%	-20.0	0.2	7.5%	-0.1%	0.5%	-10.5%	2.8	4.1%
C=CCn1cc(C(=O)NCCCN(CC)CC)c(=O)c2cc(S(=O)(=O)N3CCC(C)CC3)ccc21	-2.1	-5.4	16.6%	-18.2	1.0	4.7%	·	-2.9%	-13.4%	0.0	0.0%
CC(C)n1cc(NC(=O)C2CC(c3cccc(Br)c3)=NO2)cn1 (stereo unspecified)	1.7	-20.1	-1.3%	2.6	-1.2	-1.2%	2.1%	-0.2%	3.0%	1.3	0.0%
CNC(=O)CSc1cn(CC(=O)N(C(C)C)C(C)C)c2ccccc12	-3.5	-13.4	-10.9%	1.5	-21.7	-0.1%	-18.5%	3.9%	0.0%	0.9	0.1%
COc1ccc(-n2nc(C(=O)O)c3ccccc3c2=O)c(OC)c1	1.5	-3.3	0.7%	-11.9	4.7	0.8%	4.8%	2.7%	4.6%	-5.3	2.4%
O=C(CCCSc1nc2ccccc2[nH]1)Nc1ccccc1	?	-7.7	9.2%	-8.5	-7.3	3.6%	7.8%	0.0%	11.2%	-8.6	1.1%
Cc1ccc(C(=O)OCC(=O)NCc2ccco2)cc1	28.0	11.3	-25.7%	-5.4	5.0	-6.7%	1.1%	1.0%	-1.4%	1.2	-0.3%
CN(C)/C=C(/C(=O)c1ccccc1Cl)S(C)(=O)=O	3.5	-180.1*	6.4%	19.0	-133.6*	-0.6%	0.1%	0.9%	5.6%	5.3	-0.2%
COc1ccc(C2CC(C)(c3ccc(OC)cc3)Nc3ccccc3N2)cc1 (stereo unspecified)	1.6	10.8	-9.1%	-11.6	1.9	-3.9%	-3.1%	0.5%	·	-21.4	0.7%
CC(C)c1ccc(SCc2noc(C(=O)NCC3CCCO3)c2C(=O)O)cc1 (stereo unspecified)	-1.6	6.7	-24.5%	-29.4	0.2	-8.2%	-5.9%	-0.7%	10.0%	24.7	0.1%
c1ccc(-c2nn3c(-c4ccccc4)nnc3s2)cc1	2.1	-10.8	-5.0%	-4.4	7.4	-0.9%	0.0%	2.9%	5.4%	9.2	0.4%

Part of the list above, limited to KCNH2 3.1 block and Menin-MLL TR inh:
compound | KCNH2 3.1 block | Menin-MLL TR inh
COc1ccc(OCC(=O)Nc2nnc(C)s2)cc1 | · | -11.3%
COc1ccc(C(=O)Cn2c(N3CCOCC3)nc3c2c(=O)n(C)c(=O)n3C)cc1 | · | 9.3%

(further entries)
SMILES	TRPV1 agonist	KCNH2 3.1 block	CXXC DNA block	Giardia killer	hERG WT inh	USP2a block	PKM2 activator	GALK inh	Menin-MLL TR inh	FBPA coupling cs	B2AR arrestin
COc1cc(NC(=O)CCN2C(=O)NC3(CCCC3)C2=O)c(OC)cc1Cl	-0.4	-1.1	·	-9.1	8.1	-0.5%	·	·	·	·	0.4%
COc1ccc(Nc2c3c(nc4ccc(C)cc24)CCC3)cc1	16.0	-12.9	-6.0%	48.7[activator]	1.6	5.3%	·	-1.3%	?	-1.8	-0.5%
NC(=O)c1ccccc1OCC(=O)Nc1ccc2c(c1)CCC2	-2.0	-9.0	·	-6.3	-6.1	0.4%	·	·	·	·	-0.8%
O=C(Nc1cnc2ccccc2c1)c1cccc(-n2cnnn2)c1	0.3	8.6	-5.4%	19.8	0.0	0.6%	2.2%	-1.7%	8.5%	-0.3	4.6%
Cc1ccc(-c2csc(NC(=O)Cc3cccs3)n2)cc1C	?	-2.9	15.7%	-28.7	-16.3	7.4%	2.7%	-1.1%	?	-0.4	-1.0%
COc1ccccc1C(=O)CSc1nccn1C	-4.4	15.5	13.8%	10.7	13.3	1.8%	·	-2.8%	3.5%	0.8	-0.3%
Cc1ccc(-c2csc3ncn(Cc4ccc(C(=O)O)cc4)c(=O)c23)cc1C	-2.6	5.1	-21.2%	17.9	9.9	2.8%	-6.3%	-4.4%	?	15.2	0.2%
CCOC(=O)c1cccc(NC(=O)CSc2nc3ccccc3c(=O)n2CC)c1	0.8	14.3	-2.7%	-13.3	12.6	-0.1%	6.6%	2.7%	28.4%	0.2	-0.1%
O=C(NC(=S)Nc1ccccc1C(=O)O)c1cncc(Br)c1	-3.0	6.5	2.3%	5.5	-0.8	0.1%	1.3%	-2.7%	0.8%	3.2	0.0%
CC(=O)N1c2ccc(S(=O)(=O)NCCC(=O)NCCc3cccc(C)c3)cc2CC1C (stereo unspecified)	-0.5	-14.3	-11.1%	-16.1	17.4	-0.7%	·	3.6%	·	·	0.1%
COc1ccc(C(=O)NCC(=O)NCC(=O)OCc2ccc(Br)cc2)cc1	0.1	-16.0	-1.3%	-21.6	-2.4	-0.6%	-0.2%	1.5%	17.0%	6.3	-0.4%
COCCn1c(C)cc(C(=O)COC(=O)c2cccc(O)c2)c1C	9.9	-2.1	-5.4%	?	-10.9	-9.3%	-13.9%	8.3%	·	3.9	-0.3%

As entered above.
In CXXC DNA block, COc1ccc(Nc2c3c(nc4ccc(C)cc24)CCC3)cc1 has -6.0%
In KCNH2 3.1 block, O=C(NC(=S)Nc1ccccc1C(=O)O)c1cncc(Br)c1 has 6.5

Random excerpt: two records from the list
SMILES	TRPV1 agonist	KCNH2 3.1 block	CXXC DNA block	Giardia killer	hERG WT inh	USP2a block	PKM2 activator	GALK inh	Menin-MLL TR inh	FBPA coupling cs	B2AR arrestin
COc1ccc(Nc2c3c(nc4ccc(C)cc24)CCC3)cc1	16.0	-12.9	-6.0%	48.7[activator]	1.6	5.3%	·	-1.3%	?	-1.8	-0.5%
NC(=O)c1ccccc1OCC(=O)Nc1ccc2c(c1)CCC2	-2.0	-9.0	·	-6.3	-6.1	0.4%	·	·	·	·	-0.8%

Screening data from PubChem BioAssay.
